Screening data from PubChem.
BioA inh – BioA (M. tuberculosis) enzyme inhibition | 360,000 compounds, 0.096% hits | AID 602481 | purified M. tuberculosis BioA enzyme, plate reader | inhibition, % at 9.99 µM; in the data active = inhibition above about 40%
The depositor's hits bear a star. A portion of the library; count on the stated rates, not on these rows.

SMILES	BioA inh
O=C(Cc1ccccn1)N[C@H]1C=C[C@H](CC(=O)N2CCCCC2)O[C@@H]1CO	0.9
O=C(Nc1ccccc1F)N[C@H]1CC[C@@H](CCNS(=O)(=O)c2ccccc2)O[C@H]1CO	-3.1
C[C@H](CO)N1C[C@H](C)[C@H](CN(C)Cc2ccc(C(F)(F)F)cc2)Oc2ccc(NC(=O)CCC(F)(F)F)cc2C1=O	5.7
O=S(=O)(NC[C@H]1[C@H](c2ccccc2)[C@@H](CO)N1CC1CC1)c1ccccc1	0.5
C[C@@H]1CN([C@@H](C)CO)S(=O)(=O)c2ccc(C#CC3CC3)cc2O[C@@H]1CN(C)Cc1ccccc1F	-2.2
C[C@@H]1CN([C@@H](C)CO)C(=O)Cc2cc(NC(=O)c3ccncc3)ccc2O[C@H]1CN(C)S(=O)(=O)c1ccccc1	6.0
Cc1ccc(S(=O)(=O)Nc2ccc3c(c2)C(=O)N([C@@H](C)CO)C[C@@H](C)[C@@H](CN(C)Cc2ccc(C(F)(F)F)cc2)OCCCC[C@H](C)O3)cc1	13
CO[C@H](CN(C)S(=O)(=O)c1ccc(Cl)cc1)[C@@H](C)CN([C@H](C)CO)S(=O)(=O)c1cccc(Cl)c1	0.1
CC(C)CC#Cc1ccc2c(c1)O[C@H](CN(C)Cc1cccnc1)[C@H](C)CN([C@H](C)CO)S2(=O)=O	2.0
C[C@H]1CN([C@@H](C)CO)C(=O)c2cc(C#CCN(C)C)cnc2O[C@@H]1CN(C)C(=O)c1ccc(F)cc1	1.6
CCCC#Cc1ccc([C@@H]2[C@@H](CO)N3CCCCN(Cc4cncnc4)C[C@@H]23)cc1	4.4
CCCNC(=O)C[C@H]1CC[C@H]2[C@@H](COC[C@H](O)CN2C(=O)Nc2ccccc2OC)O1	-0.8
C[C@H](CO)N1C[C@H](C)[C@H](CN(C)C)Oc2ccc(NS(C)(=O)=O)cc2C1=O	-2.9
C[C@@H]1CN([C@@H](C)CO)C(=O)c2cc(C#CCc3ccccc3)cnc2O[C@H]1CN(C)C(=O)C1CC1	1.5
COC(=O)C[C@@H]1C[C@@H]2c3cc(NC(=O)Nc4ccc(F)cc4)ccc3O[C@@H]2[C@H](CO)O1	1.5
O=C(c1ccc2c(c1)OCO2)N1C[C@@H]2[C@H](c3ccccc31)[C@@H](CO)N2Cc1ccc2c(c1)OCO2	0.9
O=C(C[C@@H]1CC[C@@H]2[C@H](COC[C@@H](O)CN2Cc2cc(F)ccc2F)O1)NCc1ccc(F)cc1	-0.8
CCS(=O)(=O)N[C@@H]1C=C[C@H](CC(=O)NCc2ccc(Cl)cc2)O[C@H]1CO	1.1
CCC(=O)Nc1ccc2c(c1)C(=O)N(C)C[C@H](OC)[C@H](C)CN(C(=O)c1ccccn1)[C@@H](C)CO2	-2.4
CO[C@H]1CN(C)C(=O)c2cc(NS(=O)(=O)CC(F)(F)F)ccc2OC[C@@H](C)N(Cc2cccnc2)C[C@@H]1C	-2.0
C[C@@H]1CN([C@@H](C)CO)S(=O)(=O)c2ccc(C#CCN(C)C)cc2O[C@@H]1CN(C)Cc1ccccn1	-0.4
COCC(=O)N(C)C[C@@H]1Oc2cc(-c3ccccc3F)ccc2S(=O)(=O)N([C@H](C)CO)C[C@@H]1C	0.2
CNC(=O)C[C@H]1CC[C@@H]2[C@@H](COc3ccc(NC(=O)c4ccc(C(F)(F)F)cc4)cc3C(=O)N2C)O1	0.9
O=C(C[C@@H]1CC[C@@H](NC(=O)C2CC2)[C@H](CO)O1)NC1CCC1	4.8
CO[C@H]1CN(C)C(=O)c2ccc(NC(C)=O)cc2OC[C@H](C)N(Cc2ccccc2C(=O)O)C[C@H]1C	-0.1

Taken from above.
BioA inh, COCC(=O)N(C)C[C@@H]1Oc2cc(-c3ccccc3F)ccc2S(=O)(=O)N([C@H](C)CO)C[C@@H]1C = 0.2
BioA inh, CCCNC(=O)C[C@H]1CC[C@H]2[C@@H](COC[C@H](O)CN2C(=O)Nc2ccccc2OC)O1 = -0.8
BioA inh, O=C(Cc1ccccn1)N[C@H]1C=C[C@H](CC(=O)N2CCCCC2)O[C@@H]1CO = 0.9
BioA inh, CNC(=O)C[C@H]1CC[C@@H]2[C@@H](COc3ccc(NC(=O)c4ccc(C(F)(F)F)cc4)cc3C(=O)N2C)O1 = 0.9
BioA inh, O=C(C[C@@H]1CC[C@@H](NC(=O)C2CC2)[C@H](CO)O1)NC1CCC1 = 4.8
BioA inh, CO[C@H](CN(C)S(=O)(=O)c1ccc(Cl)cc1)[C@@H](C)CN([C@H](C)CO)S(=O)(=O)c1cccc(Cl)c1 = 0.1
BioA inh, CCCC#Cc1ccc([C@@H]2[C@@H](CO)N3CCCCN(Cc4cncnc4)C[C@@H]23)cc1 = 4.4

Additional results follow.
SMILES	BioA inh
C[C@@H]1CCCCO[C@H](CN(C)C(=O)Nc2ccccc2)[C@H](C)CN([C@H](C)CO)C(=O)c2cc(NS(=O)(=O)c3cn(C)cn3)ccc2O1	0.8
C[C@H](CO)N1C[C@H](C)[C@@H](CN(C)CC2CC2)Oc2ccc(NS(=O)(=O)c3ccc(F)cc3)cc2C1=O	0.7
Cc1noc(C)c1S(=O)(=O)Nc1ccc2c(c1)C(=O)N([C@@H](C)CO)C[C@@H](C)[C@@H](CN(C)C(=O)C1CCCCC1)OCCCC[C@@H](C)O2	-0.8
CCCNC(=O)N(C)C[C@H]1Oc2ncc(-c3ccccc3)cc2C(=O)N([C@@H](C)CO)C[C@H]1C	1.0
CO[C@@H]1CN(C)C(=O)c2ccc(NC(=O)C3CC3)cc2OC[C@@H](C)N(Cc2ccccc2)C[C@@H]1C	-1.0
O=C(C[C@H]1CC[C@@H]2[C@H](COC[C@H](O)CN2Cc2cc(F)cc(F)c2)O1)NCc1cccc(F)c1	-1.2
CN(C)CCCNC(=O)C[C@H]1C=C[C@@H](NS(=O)(=O)c2ccc(F)cc2)[C@H](CO)O1	-1.6
COCC(=O)Nc1ccc2c(c1)C(=O)N(C)C[C@H](OC)[C@@H](C)CN(Cc1ccncc1)[C@H](C)CO2	-3.9
COc1ccccc1CN1[C@H](CO)[C@@H]2c3ccccc3N(C(=O)c3cccnc3)C[C@@H]21	-4.5
C[C@H]1CN([C@@H](C)CO)C(=O)c2cccc(NC(=O)Nc3ccc(C(F)(F)F)cc3)c2O[C@H]1CN(C)C(=O)NC1CCCCC1	-2.2
CC(=O)N1[C@@H](CO)[C@@H]2c3ccccc3N(S(=O)(=O)c3ccccc3C)C[C@@H]21	0.4
CN1c2ccc(-c3ccccc3)cc2[C@H]2[C@H](CCN2C(=O)CN2CCOCC2)[C@@H]1CO	5.5
COc1ccc(S(=O)(=O)Nc2ccc3c(c2)C(=O)N([C@H](C)CO)C[C@@H](C)[C@@H](CN(C)C(=O)CCC(F)(F)F)OCCCC[C@H](C)O3)cc1	-0.1
COc1ccc(NC(=O)Nc2ccc3c(c2)C(=O)N([C@H](C)CO)C[C@H](C)[C@H](CN(C)C(=O)Nc2cccc4ccccc24)OCCCC[C@@H](C)O3)cc1	-0.5
CNC(=O)C[C@H]1CC[C@H]2[C@@H](COc3ccc(NC(=O)Nc4cccc(C#N)c4)cc3C(=O)N2C)O1	-2.4
C[C@H]1CN([C@@H](C)CO)C(=O)c2cc(NC(=O)Nc3cccc4ccccc34)ccc2O[C@@H]1CN(C)S(=O)(=O)c1ccccc1	-0.2
CN(C)C(=O)c1cccc(-c2ccc3c(c2)[C@H]2[C@H](CCN2C(=O)c2ccncc2)[C@H](CO)N3C)c1	0.8
COc1cccc(S(=O)(=O)Nc2ccc3c(c2)C(=O)N(C)C[C@H](OC)[C@@H](C)CN(C(=O)Cc2cccnc2)[C@@H](C)CO3)c1	1.8
O=C(NCC[C@@H]1CC[C@@H](NC(=O)C2CCC2)[C@@H](CO)O1)c1ccc(F)cc1	-1.8
O=C(Nc1ccc2c(c1)[C@H]1C[C@H](CC(=O)N3CCCCC3)O[C@H](CO)[C@H]1O2)Nc1ccccc1F	0.3
O=C(C[C@@H]1CC[C@H](NC(=O)c2ccncc2)[C@@H](CO)O1)Nc1ccccc1	-0.4
C[C@H]1CN([C@@H](C)CO)C(=O)c2cc(-c3ccccc3)cnc2O[C@@H]1CN(C)C(=O)C1CCOCC1	-1.9
O=C(C1CC1)N1CCCCN2[C@H](CO)[C@H](c3ccc(C#CC4CCCC4)cc3)[C@H]2C1	-0.3
Cc1ccccc1S(=O)(=O)N(C)C[C@@H]1OCc2ccccc2-c2ccccc2C(=O)N([C@@H](C)CO)C[C@H]1C	4.0
C/C=C/c1ccc2c(c1)O[C@H](CN(C)C(=O)c1ccccc1F)[C@H](C)CN([C@@H](C)CO)S2(=O)=O	3.4

In the list so far, two have a Cl atom.
SMILES	BioA inh
CO[C@H](CN(C)S(=O)(=O)c1ccc(Cl)cc1)[C@@H](C)CN([C@H](C)CO)S(=O)(=O)c1cccc(Cl)c1	0.1
CCS(=O)(=O)N[C@@H]1C=C[C@H](CC(=O)NCc2ccc(Cl)cc2)O[C@H]1CO	1.1

Three entries already listed, arranged by length of the SMILES, smallest number first.
SMILES	BioA inh
O=C(NCC[C@@H]1CC[C@@H](NC(=O)C2CCC2)[C@@H](CO)O1)c1ccc(F)cc1	-1.8
CCCNC(=O)N(C)C[C@H]1Oc2ncc(-c3ccccc3)cc2C(=O)N([C@@H](C)CO)C[C@H]1C	1.0
CO[C@@H]1CN(C)C(=O)c2ccc(NC(=O)C3CC3)cc2OC[C@@H](C)N(Cc2ccccc2)C[C@@H]1C	-1.0

Following part
SMILES	BioA inh
C[C@@H]1CCCCO[C@H](CN(C)S(=O)(=O)c2cn(C)cn2)[C@H](C)CN([C@@H](C)CO)C(=O)c2cc(NS(=O)(=O)c3cn(C)cn3)ccc2O1	-5.7
COc1ccc(S(=O)(=O)Nc2ccc3c(c2)C(=O)N([C@@H](C)CO)C[C@@H](C)[C@@H](CN(C)C(=O)Nc2cccc4ccccc24)OCCCC[C@@H](C)O3)cc1	-0.2
C[C@@H]1CN([C@H](C)CO)C(=O)c2cc(NC(=O)C3CCCCC3)ccc2O[C@@H]1CN(C)C	-1.0
CCCC(=O)Nc1ccc2c(c1)OC[C@H](C)N(C(=O)c1ccccn1)C[C@@H](C)[C@H](OC)CN(C)C2=O	2.4
C[C@H](CO)N1C[C@H](C)[C@H](CN(C)S(=O)(=O)c2cccc(F)c2)Oc2ncc(-c3cccc(C(F)(F)F)c3)cc2C1=O	1.0
CO[C@@H]1CN(C)C(=O)c2cc(NC(=O)Nc3ccccc3Cl)ccc2OC[C@@H](C)N(S(=O)(=O)CC(F)(F)F)C[C@H]1C	-0.4
O=C(C[C@@H]1CC[C@H]2[C@@H](COC[C@H](O)CN2C(=O)Nc2cccc(Cl)c2)O1)NCc1ccccc1F	-1.4
C[C@H]1CCCCO[C@H](CN(C)Cc2ccccc2)[C@@H](C)CN([C@@H](C)CO)C(=O)c2cc(NS(=O)(=O)c3cn(C)cn3)ccc2O1	-3.0
OC[C@@H]1[C@H](c2ccc(Br)cc2)[C@@H]2CNCCCCN12	-2.0
CO[C@@H]1CN(C)C(=O)c2cc(NC(=O)Nc3c(C)noc3C)ccc2OC[C@H](C)N(CC2CC2)C[C@@H]1C	-0.1
C[C@H]1CN([C@@H](C)CO)C(=O)c2cccc(NC(=O)c3ccc(-c4nccs4)cc3)c2O[C@H]1CN(C)S(=O)(=O)c1ccc(Cl)cc1	-1.2
COc1ccc(NC(=O)N(C)C[C@H]2OCCCC[C@@H](C)Oc3ccc(NS(C)(=O)=O)cc3C(=O)N([C@H](C)CO)C[C@@H]2C)cc1	-0.5
CN(C)C(=O)c1ccc(-c2ccc([C@H]3[C@@H](CO)N4CCCCN(CC5CC5)C[C@H]34)cc2)cc1	-1.7
CC(=O)N1C[C@H]2[C@@H](c3ccccc31)[C@H](CO)N2C(=O)Nc1ccc(F)cc1	1.8
COc1ccc(S(=O)(=O)N(C)C[C@H]2Oc3ccc(NS(=O)(=O)c4c(C)noc4C)cc3CC(=O)N([C@H](C)CO)C[C@@H]2C)cc1	0.8
CCNC(=O)Nc1ccc2c(c1)C(=O)N(C)[C@@H]1CC[C@@H](CC(=O)N[C@@H](C)c3ccccc3)O[C@H]1CO2	-3.4
C[C@H](CO)N1C[C@H](C)[C@@H](CN(C)S(=O)(=O)c2ccc(Cl)cc2)OCCCC[C@H](C)Oc2ccc(NS(=O)(=O)c3cccs3)cc2C1=O	-2.4
COc1cccc(CNC(=O)C[C@H]2CC[C@@H](NC(=O)C3CCOCC3)[C@H](CO)O2)c1	-2.5
CCCNC(=O)C[C@H]1CC[C@H]2[C@@H](COc3ccc(NC(=O)Cc4cccs4)cc3C(=O)N2C)O1	0.7
CC(C)CC#Cc1ccc2c(c1)O[C@H](CN(C)Cc1ccccn1)[C@@H](C)CN([C@@H](C)CO)S2(=O)=O	0.8
COc1ccc(S(=O)(=O)N2C[C@H](O)COC[C@H]3O[C@H](CC(=O)N[C@H]4CCN(Cc5ccccc5)C4)CC[C@@H]32)cc1	3.7
COc1ccc(NC(=O)Nc2cccc3c2O[C@H](CN(C)S(=O)(=O)c2ccc(Cl)cc2)[C@H](C)CN([C@@H](C)CO)C3=O)cc1	-0.9
C[C@H](NC(=O)C[C@H]1CC[C@@H]2[C@H](COC[C@H](O)CN2C(=O)Nc2cc(Cl)cc(Cl)c2)O1)c1ccccc1	1.0
CO[C@H]1CN(C)C(=O)c2cc(NC(=O)C3CC3)ccc2OC[C@@H](C)N(C(=O)C2CCCCC2)C[C@H]1C	-4.4
COCC(=O)Nc1ccc2c(c1)OC[C@H](C)N(CC1CCCCC1)C[C@H](C)[C@H](OC)CN(C)C2=O	2.9
Remaining list, next part.
SMILES	BioA inh
COc1ccc(NC(=O)N2CCCCN3[C@@H](CO)[C@H](c4ccc(C#CCC(C)C)cc4)[C@@H]3C2)cc1	3.1
COc1ccc(NC(=O)Nc2cccc3c2O[C@@H](CN(C)Cc2ccncc2)[C@@H](C)CN([C@H](C)CO)C3=O)cc1	-4.2
CN1C(=O)c2cc(NC(=O)c3ccno3)ccc2OC[C@H]2O[C@@H](CC(=O)NC3Cc4ccccc4C3)CC[C@@H]21	4.1
COC(=O)[C@H]1[C@H](CO)[C@H]2Cn3c(ccc(-c4ccccc4)c3=O)[C@@H]1N2CCc1ccccc1	-0.2
C[C@@H]1CN([C@H](C)CO)S(=O)(=O)c2ccc(/C=C/c3ccccc3)cc2O[C@@H]1CN(C)C(=O)Nc1cccc(F)c1	-3.5
C[C@@H]1CN([C@@H](C)CO)C(=O)Cc2cc(NC(=O)CCC(F)(F)F)ccc2O[C@@H]1CN(C)Cc1ccc(Oc2ccccc2)cc1	-0.2
